POLI inh: qHTS for Inhibitors of Polymerase Iota; DNA polymerase iota (Homo sapiens), Q9UNA4; Pol iota fluorescent replication assay, 10 min; Potency, µM (series often up to 115 µM), for inactives: top-dose activity, negative = inhibition, usual class: inhibitors; 390,000 tested, 1% active; AID 588590, 2011
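Pol iota at 10 nM preincubated 15 min with compounds at room temperature; reaction started with fluorescent substrate, 50 nM final. Fluorescence read kinetically at 0 and 10 min; buffer-only wells as negative control.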
HP1b binding inh: HTS for Inhibitors of HP1-beta Chromodomain Interactions with Methylated Histone Tails; Chromobox protein homolog 1 (Homo sapiens), P83916; AlphaScreen HP1-beta / biotin-H3K9me3 peptide binding; Potency, µM (titrated, usually from 114 µM), for the others: at the highest dose activity change, negative = inhibition, most hits filed as inhibitors; 390,000 tested, 0.56% active; AID 540317, 2011; note: nearly all actives have a fitted effect of over 70% in size; inactives centre near 23
Target sequence (P83916 whole entry, looked up): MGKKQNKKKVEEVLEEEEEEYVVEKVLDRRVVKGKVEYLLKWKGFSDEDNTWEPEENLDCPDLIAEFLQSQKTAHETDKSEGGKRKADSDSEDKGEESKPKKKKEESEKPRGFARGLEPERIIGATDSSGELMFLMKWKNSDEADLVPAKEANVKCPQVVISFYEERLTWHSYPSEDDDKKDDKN
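AlphaScreen: HP1-beta (50 nM) preformed 30 min with biotin-H3(1-18)K9me3 peptide (50 nM) in PBS pH 7.4, 0.01% Tween-20. Compound added for 30 min at RT, then streptavidin donor/nickel chelate acceptor beads (10 ug/mL) for 30 min.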
GLS inh: qHTS for Inhibitors of Glutaminase (GLS); GLS enzymatic activity, qHTS titration; 410,000 tested, 0.21% active; Glutaminase kidney isoform, mitochondrial (Homo sapiens), O94925; Potency, µM (titrated, usually from 45.5 µM), for inactives: at the highest dose activity change, negative = inhibition, actives largely listed as inhibitors; AID 624170, 2012; note: % is set by controls: 0 for no effect and ±100 for the full control effect
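Assay buffer: 45 mM KH2PO4 pH 8.2, 0.02% Tween-20. hKGA acts on L-glutamine (1 mM solution added); product glutamate is reported by an oxidase/peroxidase Amplex Red coupling, with fluorescence taken at baseline and 30 min.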
BLM inh: qHTS Assay for Inhibitors of Bloom's syndrome helicase (BLM); recombinant BLM DNA unwinding, fluorescence dequenching; Potency, µM (series often up to 56.1 µM), for the others: top-dose activity change, negative = inhibition, hits mostly inhibitors; 350,000 tested, 0.2% active;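 note: plate controls were vehicle for no effect and no enzyme for full effect; nearly all actives have a fitted effect of over 35% in size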
Pin1 inh: qHTS Assay to Find Inhibitors of Pin1. Pin1 FP peptide displacement, HiFluor488, 10 min. AID 504891, 2011. Peptidyl-prolyl cis-trans isomerase NIMA-interacting 1 (Homo sapiens), Q13526. Potency, µM (top dose mostly 115 µM), for inactives: at the highest dose activity, negative = inhibition, hits mostly inhibitors. 390,000 tested, 0.009% active; active = well fitted inhibition curve with a large enough effect in the polarisation, with a control signal flat, not every such curve was filed as active; inconclusive = small, poorly fitted or top-dose-only effect, or effect the other way, or a change in a side signal; inactive = no such curve, though single readings can be large or run the other way; the % refers to the polarisation; note: % is set by controls: 0 for no effect and ±100 for the full control effect
Target sequence (Q13526 whole entry, looked up): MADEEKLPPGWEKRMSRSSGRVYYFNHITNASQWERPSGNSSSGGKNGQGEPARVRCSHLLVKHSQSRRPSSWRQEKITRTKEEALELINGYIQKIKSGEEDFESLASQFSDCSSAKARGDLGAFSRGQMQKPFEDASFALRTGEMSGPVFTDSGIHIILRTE
JMJD2A Tudor inh: qHTS Assay for Inhibitors of JMJD2A-Tudor Domain; AlphaScreen JMJD2A-Tudor / H3K4me3 peptide binding; Potency, µM (top dose mostly 114 µM), for inactives: at the highest dose activity change, negative = inhibition, most hits filed as inhibitors; 390,000 tested, 4.4% active; AID 504339, 2011; note: % is set by controls: 0 for no effect and ±100 for the full control effect; nearly all actives have a fitted effect of over 50% in size
PGK inhibitor: qHTS Assay to Find Inhibitors of Phosphoglycerate Kinase; Potency, µM (doses to about 57.5 µM), for inactives: at the top dose activity change, negative = inhibition, usual class: inhibitors; AID 602233, 2012; PGK/GAPDH coupled, Kinase-Glo luminescence, 60 min; 380,000 tested, 0.043% active; Phosphoglycerate kinase, glycosomal (Trypanosoma brucei brucei), P07378; note: % is set by controls: 0 for no effect and ±100 for the full control effect; nearly all actives have a fitted effect of over 60% in size
Target sequence (P07378 whole entry, looked up): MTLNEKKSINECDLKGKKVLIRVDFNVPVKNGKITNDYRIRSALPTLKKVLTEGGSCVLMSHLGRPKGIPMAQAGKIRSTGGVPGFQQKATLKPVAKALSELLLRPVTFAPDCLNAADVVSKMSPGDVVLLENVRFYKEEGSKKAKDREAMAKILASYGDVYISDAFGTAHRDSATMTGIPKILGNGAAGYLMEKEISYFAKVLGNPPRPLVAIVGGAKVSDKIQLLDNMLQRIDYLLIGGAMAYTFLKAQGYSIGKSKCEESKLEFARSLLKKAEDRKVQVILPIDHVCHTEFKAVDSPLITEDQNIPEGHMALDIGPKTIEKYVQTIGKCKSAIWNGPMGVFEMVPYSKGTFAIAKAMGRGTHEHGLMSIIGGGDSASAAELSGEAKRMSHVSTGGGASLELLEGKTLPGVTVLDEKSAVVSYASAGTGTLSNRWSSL
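Luminescent ATP detection (Kinase-Glo Plus) follows a 60-minute room-temperature incubation, with wells lacking PGK as controls. Buffer: 100 mM TEA (pH 7.6), 5 mM MgCl2, 0.01% Tween-20. Coupling enzyme GAPDH (100 nM final) supplies unstable 1,3-BPG in-well.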
BAZ2B inh: qHTS Assay for Inhibitors of BAZ2B; Bromodomain adjacent to zinc finger domain protein 2B (Homo sapiens), Q9UIF8; AlphaScreen BAZ2B-H3K14Ac peptide displacement; Potency, µM (titrated, usually from 114 µM), for the others: at the top dose activity change, negative = inhibition, hits mostly inhibitors; 360,000 tested, 4.4% active; note: % is set by controls: 0 for no effect and ±100 for the full control effect; nearly all actives have a fitted effect of over 60% in size
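AlphaScreen displacement of biotin-H3(5-23)K14Ac peptide (50 nM final) from BAZ2B (50 nM final) in PBS pH 7.4, 0.01% Tween-20; complex preformed 30 min RT, then compounds (top 110 uM) 30 min RT, beads 20 min dark.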
G9a inh: qHTS Assay for Inhibitors of Histone Lysine Methyltransferase G9a | 350,000 tested, 8.8% active | Potency, µM (doses to about 102 µM), without a hit: at the highest dose activity, negative = inhibition, most hits filed as inhibitors | Histone-lysine N-methyltransferase EHMT2 (Homo sapiens), Q96KQ7 | G9a H3K9 monomethylation, AlphaScreen, 2 h; note: % is set by controls: 0 for no effect and ±100 for the full control effect; nearly all actives have a fitted effect of over 75% in size
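Step 1: enzyme (final 20 nM) with compound, 15 min RT. Step 2: substrate peptide 500 nM and SAM 20 uM, 2 h RT. Step 3: anti-H3K9me1 antibody and AlphaScreen beads, 10 min, then plate read.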
An asterisk follows results filed as active; i = inactive; ? = inconclusive; . = not tested or not shown; [ ] = remark or other dose. Unless noted, calls come from the whole dose curve; as a rule, active = well fitted curve in the direction sought with a large enough effect; inconclusive = small, poorly fitted or top-dose-only effect, or another doubt; inactive = no such curve, though single readings can be large; an effect the other way counts as inactive or inconclusive. Potency is the fitted concentration of half-maximal effect. An excerpt; the hit share may differ from the screen's.

compound	POLI inh	HP1b binding inh	GLS inh	BLM inh	Pin1 inh	JMJD2A Tudor inh	PGK inhibitor	BAZ2B inh	G9a inh
COc1ccc(-n2nc3c(N4CCC(C(=O)NCc5ccccc5)CC4)nnc(C)c3c2C)cc1	?	73.2%[activator]	-3.8%	-10.2%	52.4%[activator]	-16.8%	i	?	.
Cc1cc(C)c(S(=O)(=O)c2ccccc2)c(OC(=O)c2c(Cl)cccc2Cl)n1	31.0%[activator]	13.4%	17.3%	-5.3%	18.9%	-16.4%	-0.5%	2.1%	19.2%[59 µM]
COc1cccc(C2c3c(oc4ccc(Cl)cc4c3=O)C(=O)N2c2cc(C)on2)c1OC (centres undefined)	-12.6%	4.9%	2.7%	0.3%	0.2%	-10.9%	-8.5%	-17.5%	-5.3%
CO/N=C(/CS(=O)c1ccc(Br)cc1)c1ccc(OC)cc1 (centres undefined)	-4.0%	9.0%	8.0%	-2.5%	-1.7%	-9.6%	0.6%	51.8%[activator]	67.1%[activator]
COc1cccc(C(=O)NCC(=O)OCc2ccc(F)cc2Cl)c1	51.5%[activator]	54.3%[activator]	-7.9%	1.6%	-4.0%	13.8%	i	1.0%	-4.6%[59 µM]
CCCNC(=O)N(C)c1nncnc1C(=O)NC	15.9%	24.1%	1.8%	-6.4%	-4.7%	-5.2%	10.5%	6.9%	3.3%[59 µM]
Cc1ccc(C(=O)O)cc1NC(=O)CSc1nnc(-c2ccccc2F)n1C1CCCCC1	25.1%	51.5%[activator]	-6.3%	.	3.3%	-8.4%	i	.	.
COc1ccc(C2c3c(-c4c(C)cc(C)cc4O)n[nH]c3C(=O)N2Cc2ccco2)cc1 (centres undefined)	8.1%	-19.7%	1.7%	-17.2%	5.5%	?	.	?	-8.6%[59 µM]

The listing continues:
compound	POLI inh	HP1b binding inh	GLS inh	BLM inh	Pin1 inh	JMJD2A Tudor inh	PGK inhibitor	BAZ2B inh	G9a inh
C=CC#CC1(O)CC(C)N(C)CC1C (centres undefined)	74.0%[activator]	35.7%	-2.0%	1.4%	-9.3%	-8.0%	-4.8%	-0.1%	?
Cc1onc(-c2c(Cl)cccc2Cl)c1COC(=O)c1ccc([N+](=O)[O-])cc1	36.0%[activator]	-16.7%	4.8%	-7.4%	-0.5%	-33.8%	3.4%	?	.
CSC1=C(C#N)C2(CCCCC2)C(C(=O)Nc2ccccc2)=C(C)N1	-29.6%	17.6%	-5.2%	.	1.0%	-27.4%	-0.7%	.	.
COC(=O)c1ccccc1NC(=O)CS(=O)(=O)Cc1nc(-c2ccc(C)cc2)oc1C	36.4%[activator]	44.5%[activator]	-4.8%	-2.3%	16.5%	-10.4%	6.4%	6.3%	?
Cc1ccc(-c2csc(NC(=O)CN3CC(C)OC(C)C3)n2)cc1 (centres undefined)	71.3%[activator]	18.5%	-5.5%	-4.7%	7.2%	-14.5%	-5.0%	-21.2%	21.8%
CCOC(=O)c1c(NC(=O)COc2cccc3c2CCN(CC)C3=O)sc2c1CCC2	-0.7%	12.8%	0.0%	-2.2%	0.6%	-8.9%	-9.5%	0.3%	-10.4%[59 µM]
COc1cc(S(=O)(=O)N2CCC(C(N)=O)CC2)c(C)cc1C	2.5%	27.6%	-4.9%	-1.7%	-5.0%	-6.7%	.	-5.6%	18.6%[12.7 µM]
CCOC(=O)c1ccc(NC(=S)N(CCCN2CCN(CC)CC2)Cc2cccs2)cc1	24.2%	24.2%	1.1%	-1.3%	2.8%	-28.1%	1.4%	0.4%	-2.6%

A draw from above in order of length of the SMILES, falling:
compound	POLI inh	HP1b binding inh	GLS inh	BLM inh	Pin1 inh	JMJD2A Tudor inh	PGK inhibitor	BAZ2B inh	G9a inh
COc1ccc(C2c3c(-c4c(C)cc(C)cc4O)n[nH]c3C(=O)N2Cc2ccco2)cc1 (centres undefined)	8.1%	-19.7%	1.7%	-17.2%	5.5%	?	.	?	-8.6%[59 µM]
COc1cccc(C2c3c(oc4ccc(Cl)cc4c3=O)C(=O)N2c2cc(C)on2)c1OC (centres undefined)	-12.6%	4.9%	2.7%	0.3%	0.2%	-10.9%	-8.5%	-17.5%	-5.3%
Cc1onc(-c2c(Cl)cccc2Cl)c1COC(=O)c1ccc([N+](=O)[O-])cc1	36.0%[activator]	-16.7%	4.8%	-7.4%	-0.5%	-33.8%	3.4%	?	.
Cc1ccc(C(=O)O)cc1NC(=O)CSc1nnc(-c2ccccc2F)n1C1CCCCC1	25.1%	51.5%[activator]	-6.3%	.	3.3%	-8.4%	i	.	.
CCOC(=O)c1ccc(NC(=S)N(CCCN2CCN(CC)CC2)Cc2cccs2)cc1	24.2%	24.2%	1.1%	-1.3%	2.8%	-28.1%	1.4%	0.4%	-2.6%
CSC1=C(C#N)C2(CCCCC2)C(C(=O)Nc2ccccc2)=C(C)N1	-29.6%	17.6%	-5.2%	.	1.0%	-27.4%	-0.7%	.	.
Cc1ccc(-c2csc(NC(=O)CN3CC(C)OC(C)C3)n2)cc1 (centres undefined)	71.3%[activator]	18.5%	-5.5%	-4.7%	7.2%	-14.5%	-5.0%	-21.2%	21.8%
COc1cc(S(=O)(=O)N2CCC(C(N)=O)CC2)c(C)cc1C	2.5%	27.6%	-4.9%	-1.7%	-5.0%	-6.7%	.	-5.6%	18.6%[12.7 µM]
COc1cccc(C(=O)NCC(=O)OCc2ccc(F)cc2Cl)c1	51.5%[activator]	54.3%[activator]	-7.9%	1.6%	-4.0%	13.8%	i	1.0%	-4.6%[59 µM]
CCCNC(=O)N(C)c1nncnc1C(=O)NC	15.9%	24.1%	1.8%	-6.4%	-4.7%	-5.2%	10.5%	6.9%	3.3%[59 µM]
C=CC#CC1(O)CC(C)N(C)CC1C (centres undefined)	74.0%[activator]	35.7%	-2.0%	1.4%	-9.3%	-8.0%	-4.8%	-0.1%	?

More records:
compound	POLI inh	HP1b binding inh	GLS inh	BLM inh	Pin1 inh	JMJD2A Tudor inh	PGK inhibitor	BAZ2B inh	G9a inh
O=[N+]([O-])c1cc([N+](=O)[O-])c2c(=Nc3ccccc3)n(-c3ccccc3)n(O)c2c1	182.4%[activator]	?	125.5%[activator]	-13.6%	-4.3%	?	-2.9%	20µM*	35.5µM*
Cc1ccc(S(=O)(=O)NCCC(=O)Nc2ccncc2)cc1C	-23.4%	-23.2%	-1.8%	.	-1.4%	-21.6%	i	5.7%	-33.6%
CCOC(=O)CC(NC(=O)C(CC)c1ccccc1)c1ccccc1Cl (centres undefined)	108.9%[activator]	36.8%	-6.0%	2.8%	1.1%	1.4%	-5.4%	0.3%	11.7%[59 µM]
O=C(/C=C/c1cccs1)N1CCCC1	42.7%[activator]	-7.0%	-4.7%	1.2%	-8.7%	-16.1%	-2.9%	4.3%	5.7%

Profiles from above:
Cc1ccc(S(=O)(=O)NCCC(=O)Nc2ccncc2)cc1C is listed with POLI inh: -23.4%; HP1b binding inh: -23.2%; GLS inh: -1.8%; BLM inh: .; Pin1 inh: -1.4%; JMJD2A Tudor inh: -21.6%; PGK inhibitor: i; BAZ2B inh: 5.7%; G9a inh: -33.6%
CCOC(=O)CC(NC(=O)C(CC)c1ccccc1)c1ccccc1Cl (centres undefined) is listed with POLI inh: 108.9%[activator]; HP1b binding inh: 36.8%; GLS inh: -6.0%; BLM inh: 2.8%; Pin1 inh: 1.1%; JMJD2A Tudor inh: 1.4%; PGK inhibitor: -5.4%; BAZ2B inh: 0.3%; G9a inh: 11.7%[59 µM]
